CHT allo act: allosterically activates the human high affinity choline transporter; Q9GZV3; CHT-expressing cells, membrane potential dye, choline EC20; hits give high values; LV-AA mutant CHT in HEK293 cells; B-score at 10 µM; hit rate 0.49% among 310,000; AID 488977;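 active = initial fluorescence not abnormally high and integrated response B-score, plate-corrected, over 3 SD above library mean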
Target sequence (Q9GZV3 whole entry, looked up): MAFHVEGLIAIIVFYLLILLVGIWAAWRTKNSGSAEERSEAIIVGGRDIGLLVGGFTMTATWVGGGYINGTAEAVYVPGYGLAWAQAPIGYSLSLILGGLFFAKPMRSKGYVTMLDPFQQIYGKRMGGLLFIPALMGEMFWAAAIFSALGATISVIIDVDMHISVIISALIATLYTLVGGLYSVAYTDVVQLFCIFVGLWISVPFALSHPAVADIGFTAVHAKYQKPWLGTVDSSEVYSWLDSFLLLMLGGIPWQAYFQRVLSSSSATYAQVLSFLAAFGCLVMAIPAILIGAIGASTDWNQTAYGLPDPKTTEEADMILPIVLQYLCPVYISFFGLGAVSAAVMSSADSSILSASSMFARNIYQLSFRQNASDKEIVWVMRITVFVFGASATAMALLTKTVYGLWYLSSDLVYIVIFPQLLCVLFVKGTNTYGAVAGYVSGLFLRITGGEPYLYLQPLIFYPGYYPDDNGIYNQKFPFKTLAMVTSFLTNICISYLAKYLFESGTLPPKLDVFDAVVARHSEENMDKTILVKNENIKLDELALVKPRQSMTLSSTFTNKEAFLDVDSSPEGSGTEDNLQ
CHT block: human CHT choline transport inhibition; CHT-expressing cells, membrane potential dye, choline response; hits give low values; AID 488975; B-score at 10 µM; hit rate 0.86% among 310,000; Q9GZV3;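 active = B-score over 3 SD under the library average, and starting fluorescence ratio not unusually high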;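 note: choline stimulus applied at its EC90 after an EC20 pre-addition; B-score computed on integrated fluorescence ratio after choline addition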
The depositor's hits bear a star; i = inactive.

mol,CHT allo act,CHT block
Cc1nc2ccc(NC(=O)C3CCN(S(=O)(=O)c4cccs4)CC3)cc2s1,i,i
O=c1onc(-c2ccc(Cl)cc2Cl)n1-c1cccnc1,i,i
O=C(CCn1cnc2ccccc2c1=O)Nc1nc(-c2ccc(Br)cc2)cs1,i,i
O=c1ccc(-c2nc3cc(Cl)ccc3n2Cc2ccccc2)c[nH]1,i,i
Cc1nc(N)c(C#N)c(-c2ccccc2Cl)c1C,i,i
CCN(CC(=O)NCc1ccc(F)cc1)C(=O)c1ccc(Cl)cc1,i,i
CC(=O)Nc1ccc(OC(F)(F)Cl)cc1,i,i
CCOc1ccc(N2C(=O)Nc3ccccc3C2(O)C(=O)NCc2ccc(C)cc2)cc1 (centres undefined),i,i
O=C(c1cnccn1)N1CCc2c([nH]c3ccccc23)C1c1cccc(Cl)c1 (centres undefined),i,i
O=C(COCc1cc(-c2ccco2)on1)NC1CCCCC1,i,i
C=CCOc1ccccc1CNc1ccc2c(c1)OCCO2,i,i
Cc1ccc(C(=O)N[C@H](C(=O)OCC(=O)NC2CCS(=O)(=O)C2)C(C)C)cc1 (some centres undefined),i,i
COC(=O)c1ccccc1NC(=O)Cn1nc(C(F)(F)F)c2c1CCC2,i,-5.2*
Nc1ncnc(Nc2ccccn2)c1[N+](=O)[O-],i,i
CSc1cccc(NC(=S)N2CCC(N(C)C3CCCC3)CC2)c1,i,i
COC(=O)Cc1csc(Nc2ccccc2)n1,i,i
O=C(O)c1cccc(N2C(=O)c3cccc4cccc(c34)C2=O)c1,i,i
N#CC1=C(O)C(c2ccccc2)n2c1nc(=O)c1ccccc12 (centres undefined),i,i
CC(C)(C)NC(=O)C1c2ccccc2Oc2ccccc21,i,i
COC(=O)c1cc2c(=O)n3ccccc3nc2n(Cc2cccnc2)c1=N,6.8*,i
COc1ccc(/C=C/C(=O)Nc2ccc(-c3nnc4n3CCCCC4)cc2)c(OC)c1,i,i
COCn1c(-c2ccccc2)nc2ccccc21,i,i
CCN(CC)c1ccc(/C=N/NC(=O)Nc2ccccc2)cc1,i,i
CCC(C)(C)NC(=O)CN(Cc1ccccc1Cl)C(=O)CCC(=O)Nc1cc(C)ccn1,i,i
CCN1C(=O)c2cccc3c(S(=O)(=O)NCCc4c[nH]c5ccccc45)ccc1c23,i,i
O=C(O)c1ccc2c(=O)n3c(nc2c1)/C(=C/c1ccccc1C(F)(F)F)CCCC3,i,i
COc1ccc([N+](=O)[O-])cc1NC(=O)C1CCCN1S(=O)(=O)c1cccs1 (centres undefined),i,i
O=C(OCCCN=C1NS(=O)(=O)c2ccccc21)c1cccs1,i,i
COc1ccc(-c2nc(CCNC(=O)c3cccs3)cs2)cc1,i,i
COCCn1c(N)c(N(Cc2ccccc2)C(=O)C2CCCCC2)c(=O)[nH]c1=O,i,i
N#Cc1ccccc1S(=O)(=O)N1CCN(C(=O)C2CCCC2)CC1,i,i
COc1ccc(NC(=O)C2CCCN(S(C)(=O)=O)C2)cc1Cl (centres undefined),i,i
O=C(CSc1nc2ccc(Nc3nc(N4CCOCC4)nc(N4CCOCC4)n3)cc2s1)NCc1ccco1,i,i
Cc1ccc(S(=O)(=O)Nc2ccc(C(=O)OCC(=O)N(CCC#N)c3ccccc3)cc2)cc1C,i,i
Cc1nc(SCC(=O)Nc2cc(C(N)=O)cc(C(N)=O)c2)c2c(C)c(C)sc2n1,i,i
Cc1cccc(Oc2ncnc(N)c2[N+](=O)[O-])c1C,i,i
COC(=O)c1sccc1NC(=O)c1ccc(C(C)C)cc1,i,i
CC(OC(=O)C1CCN(S(=O)(=O)c2ccc(Cl)cc2)CC1)C(=O)N1CCc2ccccc21 (centres undefined),i,i
CCN1CCCC1CN(Cc1cc2cc(OC)ccc2[nH]c1=O)C(=O)NCc1ccccc1 (centres undefined),i,i
NNC(=O)c1cccn(Cc2ccc(Cl)cc2Cl)c1=O,i,i
CCCn1c(N)c(N(CCOC)C(=O)c2cc(S(=O)(=O)N3CCCCCC3)ccc2OC)c(=O)[nH]c1=O,i,i
COc1ccc(-c2nc(CCNS(=O)(=O)c3ccc4c(c3)OCCO4)cs2)cc1,i,i
COc1cc(/C=C/C(=O)NC(C)C2CC3CCC2C3)cc(OC)c1OC (centres undefined),i,i
CCN1CCN(CCNC(=O)c2cn(Cc3ccccc3F)nn2)CC1,i,i
Nc1nncn1C(=O)c1c(Cl)cccc1Cl,i,i
O=C(CN(C1CCCCC1)S(=O)(=O)c1ccc(F)cc1)NCc1ccncc1,i,i
CN(Cc1ccccc1)c1ccc(N2C(=O)CCC2=O)cc1[N+](=O)[O-],i,i
Cc1cccc(C(=O)NCC(=O)OCC(=O)c2cc(C)n(CC3CCCO3)c2C)c1 (centres undefined),i,i
O=C(COc1ccc([N+](=O)[O-])cc1)NCc1cccnc1,i,i
O=C(CCS(=O)(=O)c1ccc(Br)s1)NCc1cccs1,i,i
CCOc1ccc(NC(=O)NNC(=O)c2cccnc2)cc1,i,i
O=C(NC1CC1)c1ccc(S(=O)(=O)NC2CCCCCC2)cc1,i,i
Fc1ccc(Br)cc1C1C=C(c2ccc(Br)s2)Nc2ncnn21 (centres undefined),i,i
COc1ccc(-c2ccc(-c3noc(C4CCCCC4)n3)c(OC)n2)cc1,i,i
O=C(N/N=C/c1cc2c(cc1Br)OCO2)c1ccccn1,i,i
O=C(CC1SC(N2CCCCC2)=NC1=O)Nc1ccc(C(=O)Nc2ccccc2)cc1 (centres undefined),i,i
Cn1cccc1Cc1nnc(SCC(=O)Nc2cccc(F)c2)n1-c1ccc(F)cc1,i,i
COc1ccc2c(C)cc(SC3CCOC3=O)nc2c1 (centres undefined),i,i
CCCCCCC(=O)Nc1ccc(S(=O)(=O)Nc2onc(C)c2C)cc1,i,i
O=C(CCCn1c(=O)[nH]c2ccccc2c1=O)N1CCN(c2ccccn2)CC1,i,i

Further results follow.
mol,CHT allo act,CHT block
CCOc1c(C)cnc2c1c(=O)n(Cc1ccc(Cl)cc1)c(=O)n2C,i,i
C=CCn1c(SCc2c(C)noc2C)nc2sc3c(c2c1=O)CCCCC3,i,i
COc1ccccc1-c1csc(-n2ncc(C#N)c2N)n1,i,i
O=C(NCCCNC(=O)c1cncc(O)c1)c1cncc(O)c1,i,i
CCOC(=O)c1nn(-c2ccc(C)cc2)c(=O)cc1OCC(=O)N1CCN(c2ccccc2)CC1,i,i
COc1ccc(-c2cc(C(F)(F)F)nc(-n3ccnc3)n2)cc1,i,i
COc1ccccc1NC(=O)C(=O)N1CCCC1,i,i
COc1cccc(C(=O)NCCS(=O)(=O)NCc2ccccn2)c1,i,i
COc1ccccc1CCN=C(N)NS(=O)(=O)c1cccs1,i,i
COC(=O)c1cc(NC(=O)C2CC(=O)NC(=NCc3ccc(OC)cc3)S2)cc(C(=O)OC)c1 (centres undefined),i,i
COc1ccccc1N(Cc1ccccc1)S(=O)(=O)c1cccc(C(=O)Nc2ccc(C)cn2)c1,i,i
COc1ccc(CNC(=O)c2csnn2)cc1,i,i
COC(=O)c1ccc(NC(=O)C2CCCN2S(=O)(=O)c2ccc(OC)cc2)cc1 (centres undefined),i,i
O=C(N/C(=C/c1ccco1)C(=O)N1CCOCC1)c1ccccc1Br,i,i
CCCCOc1ccc(/C=C2/Sc3ccccc3C2=O)cc1,i,i
CCN(CC)CCCN(C(=O)c1ccc(Br)cc1)c1nc(-c2ccc(OC)cc2)cs1,i,i
O=C(Nc1cccc(C(=O)N2CCN(c3cccc(Cl)c3)CC2)c1)c1ccccc1,i,i
COC1CCN(C(=O)CC2C(=O)NCCN2CC2CCCCC2)CC1 (centres undefined),i,i
Cc1ccc(C(=O)CCC(=O)CCC(=O)O)cc1,i,i
CC(Cc1ccccn1)NC(=O)CCc1nnc(C2CCCCC2)o1 (centres undefined),i,i
O=C(COC(=O)c1ccccc1NS(=O)(=O)c1ccc(Cl)cc1)NCc1ccccc1,i,i
Cc1ccccc1-c1nnc(SCC(=O)NC2CCCC2)n1C,i,i
COc1ccc(S(=O)(=O)N(CCC(=O)O)Cc2ccccc2)cc1,i,i
COc1ccccc1NC(=S)NNC(=O)c1ccncc1,i,i
CCc1ccc(OCCOCC(O)CN2CCN(Cc3ccc(Cl)cc3)CC2)cc1 (centres undefined),i,i
Cc1ccc2nc(C3CCN(C(=O)c4ccco4)CC3)[nH]c2c1,i,i
COC(OC)C(C)NC(=O)NC(=O)c1ccccc1Cl (centres undefined),i,i
CC(=O)NS(=O)(=O)c1ccc(NC(=O)/C=C/c2ccc(C)o2)cc1,i,i
O=C(C[n+]1ccccc1)N/N=C/c1cc(Br)cc(Br)c1O,i,i
CC(C)[C@H](Nc1ccc(S(=O)(=O)N2CCOCC2)cc1[N+](=O)[O-])C(=O)OCC(=O)N(C(C)C)C(C)C,i,i

Next section, starting with the last 6 of the part before.
mol,CHT allo act,CHT block
CCc1ccc(OCCOCC(O)CN2CCN(Cc3ccc(Cl)cc3)CC2)cc1 (centres undefined),i,i
Cc1ccc2nc(C3CCN(C(=O)c4ccco4)CC3)[nH]c2c1,i,i
COC(OC)C(C)NC(=O)NC(=O)c1ccccc1Cl (centres undefined),i,i
CC(=O)NS(=O)(=O)c1ccc(NC(=O)/C=C/c2ccc(C)o2)cc1,i,i
O=C(C[n+]1ccccc1)N/N=C/c1cc(Br)cc(Br)c1O,i,i
CC(C)[C@H](Nc1ccc(S(=O)(=O)N2CCOCC2)cc1[N+](=O)[O-])C(=O)OCC(=O)N(C(C)C)C(C)C,i,i
CCCCCCCN1CCN=C1N(C)C,i,i
COC(=O)C1=C(C(=O)OC)[C@@H]2Nc3ccccc3[C@@]23C[C@@H](C(=O)OC)N(C(=O)NC2CCCCC2)C3=N1,i,i
CC(On1nnc2ccc(S(=O)(=O)N3CCOCC3)cc21)C(=O)Nc1ccccc1F (centres undefined),i,i
CN(C)C(/C=C/Nc1ccc(Br)cc1)=C(C#N)C#N,7.3*,i
Cc1ccc(-n2c(COc3ccccc3)n[nH]c2=S)cc1,i,i
O=C(Nc1ccc2ccccc2c1)NC1CCS(=O)(=O)C1 (centres undefined),i,i
COCCn1c(SC(C)C(=O)Nc2ccc3c(c2)OCCO3)nc2ccccc2c1=O (centres undefined),i,i
Cc1cc(C)n(Cc2ccccc2Cl)n1,i,i
CS(=O)(=O)N(CC(=O)Nc1cccc(F)c1)Cc1ccccc1,i,i
COc1ccc(Oc2nc(-c3ccccc3)ncc2C(=O)O)cc1,i,i
O=C(NCc1ccco1)C1CCN(S(=O)(=O)c2cccc3cccnc23)CC1,i,i
O=C(Nc1ccccn1)c1cc(-c2cccc(Cl)c2)nc2ccccc12,i,i
Cc1ccc(Nc2nnc(SCC(=O)Nc3cccc(S(=O)(=O)N4CCCCC4)c3)s2)cc1,i,i
Oc1c(Br)cc(Br)cc1C=Nc1cccnc1,i,-7.8*
CC(=O)N1CCC(c2c[nH]c3ccccc23)CC1,i,i

An excerpt of these results, with each value named:
> CCCCCCCN1CCN=C1N(C)C
  CHT allo act = i	CHT block = i
> O=C(Nc1ccccn1)c1cc(-c2cccc(Cl)c2)nc2ccccc12
  CHT allo act = i	CHT block = i

(cont.)
mol,CHT allo act,CHT block
CN(c1ccccc1)c1nc(N)c([N+](=O)[O-])c(NCCO)n1,i,i
Cc1noc(C)c1S(=O)(=O)N1CCC(C(=O)N2CCN(Cc3ccc4c(c3)OCO4)CC2)CC1,i,i
C/C(=N\OCC(=O)Nc1nc2ccccc2s1)c1ccccc1,i,i
CC(C)(C)OC(=O)N1CCOCCOCCNCCOCCOCC1,i,i
Cc1cc(C)c(C(=O)COc2cccnc2[N+](=O)[O-])cc1C,i,i
COc1cc(C(=O)Oc2cc(N)n(S(=O)(=O)c3ccc(F)cc3)n2)cc(OC)c1OC,i,i
Clc1ccc(-c2cn3cccnc3n2)cc1,i,i
Cc1nnc(N(Cc2ccco2)C(=O)c2ccno2)s1,i,i
CCOC(=O)Cn1c(=N)n(CCOc2ccc(Br)cc2)c2ccccc21,i,i
CC(C)c1cc(C(=O)N/N=C/c2ccco2)n[nH]1,i,i
Cc1ccc(/C=N/n2cnc3sc4c(c3c2=O)CCCC4)o1,i,i
CC(C)NC(=O)Cn1c(SCC(=O)NC2CCCC2)nc2ccccc21,i,i
CC(CN(C)Cc1ccccc1)OC(=O)c1ccc(F)cc1 (centres undefined),i,i
CCOc1ccc2nc(NCCCNC(=O)c3cc(OC)c(OC)c(OC)c3)c(C#N)cc2c1,i,i
CCOC(=O)c1sc(NS(=O)(=O)c2ccc(NC(C)=O)cc2)nc1C,i,i
COc1ccc(C(=O)Nc2cc3c4c(c2)CC(=O)N4CCC3)c(OC)c1,i,i
O=C(Nc1ccccc1C(=O)Nc1ccccc1)c1ccccc1Br,i,i
O=C(O)c1cc(-c2ccc(/C=c3\sc4nc5ccc(Br)cc5n4c3=O)o2)ccc1Cl,i,i
O=C(O)C1=C[C@H](c2ccc3c(c2)OCO3)C[C@H](OCc2ccc(CO)cc2)O1,i,i
COc1ccc(OCc2nnc(SCC(=O)Nc3nnc(C4CC4)s3)n2C)cc1,i,i
CCN(CC)c1ccc(NC(=O)c2ccccc2)cc1S(=O)(=O)Nc1ccccc1OC,i,i
Cc1onc(-c2c(Cl)cccc2Cl)c1C(=O)O/N=C(\C#N)c1c(Cl)cccc1Cl,i,i
COc1ccc(C(=O)Nc2ccc(NC(=O)c3ccccc3F)cn2)cc1,i,i

High-throughput results: PubChem, Johns Hopkins Ion Channel Center
